Bioassay records from PubChem BioAssay.
Nrf2 ARE act: activators of Nrf2 (ARE) signaling; actives 0.31% (n = 410,000); Potency, µM (top dose mostly 46.1 µM), without a hit: top-dose activation, actives largely listed as activators; AREc32 ARE-luciferase reporter (MCF7-derived line), luminescence, 24 h; also: potency is read from the fitted curve at half-maximal effect; % of control where 0% means no effect; nearly all actives have a fitted effect of over 65% in size
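Cells of the AREc32 ARE-luciferase line are plated in OPTI-MEM containing 5% FBS and left overnight at 37 deg C. Compounds are pinned in, incubation continues 24 hr, and firefly luciferase signal is then measured.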
HepG2 viability: HepG2 cytotoxicity, counter-screen for TGF-b inhibitors. HepG2 CAGA-GFP viability, ATP luminescence, 18 h. Potency, µM (titrated, usually from 46.1 µM), without a hit: at the top dose activity change, negative = cytotoxicity, most hits filed as cytotoxic. actives 0.76% (n = 410,000). AID 588856; also: potency is read from the fitted curve at half-maximal effect; some results filed as inactive show a strong effect at the top dose
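CellTiter-Glo luminescence gave cytotoxicity after 18 hours at 37 degrees C. The cells were HepG2 CAGA-GFP in 1% FBS DMEM, stimulated with 500 pg/mL TGF-beta after compound addition. %Activity was normalised to no-cell wells (complete cell-killing) and DMSO (no toxicity), and curves were fitted and classified.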
Nrf2 block: Nrf2 pathway inhibition | A549 ARE-Fluc reporter, luciferase luminescence, 18-24 h | Potency, µM (top dose mostly 46 µM), for inactives: at the top dose activity change, negative = inhibition, most hits filed as inhibitors | actives 2.1% (n = 360,000); also: potency is read from the fitted curve at half-maximal effect; % is scaled to controls: 0 for no effect and ±100 for the full control effect; nearly all actives have a fitted effect of over 60% in size
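Cells were seeded and rested 2 h, then exposed to compounds for 18-24 h. CellTiter-Fluor was read first as a viability measure. BugLite was added 15 min before the final luminescent read of ARE-luciferase activity in A549 cells.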
MmCpn inh: inhibitors of Methanococcus maripaludis chaperonin (MmCpn). purified Mm-Cpn ATPase, ADP Transcreener TR-FRET. Potency, µM (series often up to 76.9 µM), inactives show at the top dose activity, negative = inhibition, hits mostly inhibitors. actives 0.031% (n = 330,000). AID 504842; also: potency is read from the fitted curve at half-maximal effect; % is scaled to controls: 0 for no effect and ±100 for the full control effect; nearly all actives have a fitted effect of over 80% in size
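25 nM Mm-CPN + cpd, 10 min 37°C; + 10 uM ATP, 30 min 37°C; buffer 30 mM Tris pH 7.4, 100 mM KCl, 5 mM MgCl2, 1 mM DTT; Transcreener ADP HTRF detection 30 min RT.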
TGFb inhibitor: TGF-b pathway inhibition; HepG2 CAGA-GFP TGF-b/SMAD3 reporter, GFP fluorescence, 18 h; TGF-beta stimulated, 500 pg/mL final; AID 588855; Potency, µM (titrated, usually from 46.1 µM), inactives show at the top dose activity, negative = inhibition, actives largely listed as inhibitors; actives 1.2% (n = 410,000); also: potency is read from the fitted curve at half-maximal effect; % is scaled to controls: 0 for no effect and ±100 for the full control effect; nearly all actives have a fitted effect of over 65% in size
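Per well, imaged GFP fluorescence of HEPG2 CAGA-GFP cells gives the signal; cells get compound, then TGF-beta (500 pg/mL final), 18 h at 37 degrees C; %Activity versus -TGF-beta and +DMSO controls.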
ATXN viability: cell viability loss in ATXN counter-screen; S2 cells (HEK-293 line with an ATXN2-luciferase reporter) viability, CellTiter-Fluor protease fluorescence, 24 h; Potency, µM (series often up to 56.7 µM), most hits filed as cytotoxic; actives 0.49% (n = 400,000); also: potency is read from the fitted curve at half-maximal effect; nearly all actives have a fitted effect of over 40% in size
CCT chaperon mod: changes cytosolic chaperonin activity; purified chaperonin ATPase assay, HTRF ADP detection, 30 min; activity change, % (concentration not given with the values), hits read low; actives 0.3% (n = 360,000); in the data active = activity change below about -30%; also: % is scaled to controls: 0 for no effect and ±100 for the full control effect
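We incubate TRiC, 40 or 20 nM final, with library compounds at 76 uM and 10 uM ATP for 30 min at 37 °C. ADP formed is detected with Transcreener HTRF reagents after 30 min at room temperature.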
A549 tox: counter-screen for Nrf2 inhibitors: cytotoxicity in A549 cells; Potency, µM (series often up to 46 µM), for inactives: at the highest dose activity change, negative = cytotoxicity, hits mostly inhibitors; A549 ARE-Fluc cells, CellTiter-Fluor viability, 18-24 h; actives 0.16% (n = 390,000); also: potency is read from the fitted curve at half-maximal effect; % is scaled to controls: 0 for no effect and ±100 for the full control effect
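Cytotoxicity counterscreen: CellTiter-Fluor fluorescence was measured in A549 ARE_Fluc cells after 18-24 h of compound exposure in a concentration series. The subsequent BugLite luminescent read reports ARE-luciferase activity.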
Akt phos inh: Akt phosphorylation inhibition | Neuro2A IGF-stimulated pAkt S473 HTRF, 20 min; stronger effect = lower value | activity change, % for hits at 50 µM | actives 0.32% (n = 360,000); in the data active = activity change below about -80%; inconclusive = mostly about -51% to -80%; also: % is scaled to controls: 0 for no effect and ±100 for the full control effect
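Single-point screen (50 µM final compound) in Neuro2A cells stimulated 20 min with 6 nM IGF at 37 deg C. After lysis, Ser473-phosphorylated Akt read by HTRF (ex 330 nm, em 615/665 nm) as the 665/615 ratio.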
Starred values were filed as active, the others as inactive; i = inactive; ? = inconclusive; / = not tested or not shown; & = joins results of further samples; [ ] = another dose, or the depositor's remark. Unless noted, calls follow the shape of the dose curve; as a rule, active = well fitted curve in the direction sought with a large enough effect; inconclusive = small, poorly fitted or top-dose-only effect, or another doubt; inactive = no such curve, though single readings can be large; an effect the other way counts as inactive or inconclusive.

SMILES | Nrf2 ARE act | HepG2 viability | Nrf2 block | MmCpn inh | TGFb inhibitor | ATXN viability | CCT chaperon mod | A549 tox | Akt phos inh
COc1ccc(Cl)cc1Nc1nc(N)c2ccccc2n1 | 11% | -17% | -1% | -1% | -24% | i | 1.1 | -8% | i
CCCCCCCN1CCN=C1N(C)C | 0.5% | -2% | -12% | -1% | ? | i | -1.4 | -1% | i
COc1ccc(C(c2nnnn2CCc2ccccc2)N2CCN(C3CCCC3)CC2)cc1 (stereo unspecified) | -0.5% | -21% | ? | -2% | -7% | i | -2.1 | -18% | i
CC1=NNC(=O)C1CC(=O)N/N=C(/C)c1cccc([N+](=O)[O-])c1 (stereo unspecified) | 0.0% | -19% | 5% | 2% | -23% | i | -2.4 | 7% | i
Cc1ccc([C@@H]2CC=C(C(=O)O)CN2S(=O)(=O)c2ccc(C)cc2)cc1 | -1.1% | 5% | 15% | 1% | 2% | i | -3.2 | -7% | i
CCc1ccc(NC(=O)C(=O)NCC2CCCO2)cc1 (stereo unspecified) | -0.7% | -5% | ? | 1% | -5% | i | -2.3 | 14% | i
FC(F)(F)c1ccc(N2CCOCC2)c(Nc2nc3ccccc3n3cnnc23)c1 | 6.6% | 3% | 21µM* | 1% | -11% | i | 1.9 | 16µM* | i
Cc1nnc(N2C(=O)C(=O)/C(=C(/O)c3ccc4c(c3)OCCO4)C2c2cccc([N+](=O)[O-])c2)s1 (stereo unspecified) | 2.2% | -14% | / | / | 0% | ? | -1.5 | / | i
Cc1ccc(CSCc2ccc(C(=O)NCCc3ccc(Cl)cc3)o2)cc1 | -0.8% | -24% | / | / | ? | / | / | -1% | /
O=C(CN1C(=O)COc2ccc(S(=O)(=O)N3CCCCC3)cc21)NCc1ccc(Cl)cc1 | 0.4%&3.3% | 3%&-1% | ? | -1% | ? | i | 1.0 | -16%&-13% | i
CC1(C)CC(=O)C=C(NCCc2ccc(S(N)(=O)=O)cc2)C1 | -0.7% | -2% | / | -1% | -1% | i | -1.5 | -1% | i
COc1ccc(C(C)=O)c2c1OCCO2 | 3.1% | 28% | -6% | -1% | 48%[activator] | i | -1.2 | -2% | i
Cc1cc(N2CCCC2)ccc1NC(=O)COc1ccc(Cl)cc1 | 4.1% | 2% | -11% | 1% | 3% | ? | -1.6 | -4% | i
CC1(C)SC2c3ccccc3C(=O)N2[C@@H]1C(=O)NC1CC1 (stereo partly specified) | -0.4% | 7% | 1% | 0% | 13% | i | -2.3 | 4% | i
O=C(COc1ccccc1)NNC(=S)NC(=O)c1ccc(Cl)cc1Cl | 1.9% | -6% | ? | -6% | -16% | i | 0.7 | / | i
Cc1cc(C)cc(NC(=O)N2CCC(NC(=O)c3ccco3)CC2)c1 | 3.0% | -5% | -24% | -1% | -8% | i | -3.9 | -1% | i
COc1cccc(C(=O)Nc2ccc(C)cc2)c1 | 2.5% | -29% | / | 1% | -6% | i | -0.2 | -1% | i
O=c1[nH][nH]c(C(F)(F)F)c1C=NCc1cccs1 | -1.0% | -3% | 8% | 2% | -15% | i | -0.9 | 2% | i
O=c1c2cc(NC(=S)NCCCN3CCC(Cc4ccccc4)CC3)ccc2nc2n1CCCCC2 | 3.7% | 16µM* | -27% | 1% | ? | i | 2.0 | -16% | i
CC(C)C[C@H]1COCCS(=O)(=O)N1Cc1cccc(C(F)(F)F)c1 | -0.2% | -25% | -2% | / | ? | i | -2.3 | -4% | i
COc1ccc2c(c1)CCC1C2=NN(/C(C)=C/C(C)=O)C1c1cccc(F)c1 (stereo unspecified) | ? | -20% | -1% | 4% | -26% | i | -2.0 | 29% | i
Cc1cc(C)c(S(=O)(=O)N(C)CC(=O)NCCN2CCOCC2)c(C)c1 | -0.3% | -46% | -6% | 1% | -19% | i | 1.2 | 1% | i
COc1ccccc1NC(=O)Nc1nnc([C@@H]2C[C@H](O)[C@@H](CO)O2)s1 | -0.5% | 8% | / | / | 2% | i | -1.2 | / | i
C[C@H](CO)N1C[C@H](C)[C@@H](CN(C)Cc2ccncc2)Oc2ccc(NC(=O)CCCCCC(=O)Nc3ccccc3N)cc2C1=O | -0.7% | 2% | 9% | -1% | 2% | i | -1.3 | 1% | i
S=c1[nH]nc(CCc2nc3ccccc3[nH]2)n1-c1cccc(Cl)c1 | -0.2% | -1% | -7% | -1% | ? | i | -0.4 | -2% | i

Structural class, the compounds so far containing an NH in an aromatic ring (2)
SMILES | Nrf2 ARE act | HepG2 viability | Nrf2 block | MmCpn inh | TGFb inhibitor | ATXN viability | CCT chaperon mod | A549 tox | Akt phos inh
O=c1[nH][nH]c(C(F)(F)F)c1C=NCc1cccs1 | -1.0% | -3% | 8% | 2% | -15% | i | -0.9 | 2% | i
S=c1[nH]nc(CCc2nc3ccccc3[nH]2)n1-c1cccc(Cl)c1 | -0.2% | -1% | -7% | -1% | ? | i | -0.4 | -2% | i

Next part:
SMILES | Nrf2 ARE act | HepG2 viability | Nrf2 block | MmCpn inh | TGFb inhibitor | ATXN viability | CCT chaperon mod | A549 tox | Akt phos inh
CC(C)(C)c1nc2c(s1)CCc1onc(-c3ccc(Cl)cc3)c1-2 | -1.4% | 2% | 10% | -3% | 11% | i | -2.8 | -7% | i
N#CCCN(Cc1ccccc1)C(=S)Nc1ccc(F)cc1 | 0.3% | 6% | 1% | -1% | -22% | i | 1.3 | 0% | i
COc1ccccc1-c1cc(C(F)(F)F)nc(S(=O)(=O)CCCC(=O)Nc2ccccc2F)n1 | -7.0% | 11µM* | -6%[9.27 µM] | / | 3.5µM* | / | / | 0% | /
COc1cc(/C=C/C(=O)OCC(=O)Nc2cc(C(F)(F)F)ccc2N2CCOCC2)ccc1O | -0.5% | -35% | -4% | 2% | ? | i | -0.1 | -1% | i
COc1ccc([C@H]2C[C@H](O)[C@@H](n3cc(-c4ccc(F)cc4)nn3)CN2C(=O)C2CCCCC2)cc1 | -0.6% | -1% | / | / | 4% | i | 1.2 | / | i
CCOC(=O)C(Cc1c[nH]c2ccccc12)NC(=O)COc1ccc(Cl)c(C)c1 (stereo unspecified) | 5.5% | -81% | -5% | / | ? | / | / | 0% | /
CCN(CC)S(=O)(=O)c1cccc(C(=O)Nc2nc3cc4c(cc3s2)OCCO4)c1 | 0.2% | -24% | 15µM* | -11% | -27% | ? | -5.1 | ? | i
CCOC(=O)c1cnc2ccc(Cl)cc2c1Nc1ccc(S(=O)(=O)Nc2ncccn2)cc1 | -0.1% | 5% | 14% | 1% | 24% | i | 0.8 | -1% | i
CCCCC1=CC2=CC(=O)C(C)(OC(=O)CC)C(=O)C2=CN1CCCCO (stereo unspecified) | -0.8% | -3% | 3% | -4% | 2% | i | -2.6 | -9% | i
CC1(C(=O)O)CCC(C(N)=O)C1(C)C (stereo unspecified) | 0.4% | 17% | 6% | 1% | 44% | ? | -1.6 | -9% | i
O=C(Nc1ccccc1)C1CCN(C(=O)c2ccc(Br)cc2)CC1 | 0.1% | 5% | 8% | 0% | -5% | ? | -0.6 | -3% | i
O=C(CNC(=O)c1ccc(Cl)cc1)OCc1nc2ccccc2s1 | 2.6% | 4% | ? | 1% | -18% | i | -0.6 | -5% | i
CCOc1ccc(-c2c(C)n([O-])c3c([n+]2=O)CCCC3)cc1 | 4.6% | 22% | 30% | -3% | 4% | i | -2.0 | -4% | i
CCN(CC)c1ccc(/C=N/N=C(N)N)c(O)c1 | -0.6% | -22% | ? | -2% | ? | i | 0.8 | -5% | i
Cn1cnc([N+](=O)[O-])c1Sc1ccc(Br)cc1 | 5.1% | -23% | ? | 1% | 7% | i | -3.5 | -9% | i
COc1ccc(C)cc1S(=O)(=O)N(CC(=O)NCc1ccc(Cl)cc1)Cc1ccccc1 | 2.2% | -1% | ? | 1% | 13µM* | i | 1.8 | ? | i
CCOc1ccc(CCNC(=O)c2sc3nc4n(c(=O)c3c2C)CCCC4)cc1OCC | 1.4% | -15% | 4% | / | -6% | / | / | 4% | /
Cn1c(=O)n(Cc2ccccc2F)c2ccccc21 | -0.7% | -22% | -4% | 0% | -2% | i | -6.5 | -3% | i
CCOCCOc1cccc(C(=O)NC(C)c2ccc3ccccc3c2)c1 (stereo unspecified) | -0.1% | -4% | ? | -3% | -19% | i | 0.5 | -2% | i
O=C(COc1ccc2c3c(c(=O)oc2c1)CCC3)N[C@@H](CSCc1ccccc1)C(=O)O | -0.3% | -3% | -7% | 0% | 6% | i | 0.2 | 9% | i
Clc1ccc(OCCCNCc2ccccc2)c2ccccc12 | 0.3% | -61% | 10% | 1% | ? | i | 1.2 | 2% | i
COc1ccc(NS(=O)(=O)c2cccc(C(=O)Nc3cccc(C(=O)O)c3)c2)cc1 | -0.7% | -5% | 2% | 2% | 0% | i | -1.7 | 1% | i
OCC1OC(n2cnc3c(SCc4ccccc4)nc(NO)nc32)C(O)C1O (stereo unspecified) | -0.2% | -1% | / | / | 4% | i | 1.0 | / | i
O=C(NC1CC1)c1nc(Cn2ccc([N+](=O)[O-])n2)no1 | -0.8% | 0% | -6% | 2% | 7% | i | -0.8 | 2% | i
O=C(O)CC1S/C(=N\N=C2CCCCCCC2)N(c2ccccc2)C1=O (stereo unspecified) | 0.0% | 5% | -16% | 0% | -29% | i | -0.7 | -2% | i
COc1ccc(Cl)cc1NC(=O)N1CCC(C)CC1 | -0.3% | -13% | 1% | 0% | 4% | i | 0.3 | -3% | i
N/C(CC(=O)Nc1cccc(C(F)(F)F)c1)=N/O | -0.3% | -23% | 6% | 3% | -2% | i | 0.2 | -5% | i

Single values from the entries so far:
Under Nrf2 block, N/C(CC(=O)Nc1cccc(C(F)(F)F)c1)=N/O is listed with 6%
Under CCT chaperon mod, O=C(Nc1ccccc1)C1CCN(C(=O)c2ccc(Br)cc2)CC1 is listed with -0.6
